# AI-2 QS mod: modulators of Vibrio harveyi AI-2 quorum sensing system. Vibrio harveyi JMH597 AI-2 luminescence/OD600 ratio, 9 h; active compounds read low; strain lacks LuxN and CqsS sensors; 0 = neutral-control median. activity change, % at 7.5 µM. actives 0.4% (n = 300,000); in the data active = activity change below about -75%, passing the limit was not always enough; inconclusive = no clear call, values can overlap the other calls;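 note: luminescence divided by OD600 gain over 9 h not by final OD600 alone; inactives centre near 13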
# KLF5 inh: inhibitors of KLF5 expression | DLD-1 KLF5 promoter-luciferase reporter, luminescence | inhibition, % at 5 µM | actives 0.23% (n = 290,000);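 active = inhibition above a per-plate limit of that plate's mean compound inhibition plus 3 SD, cut at about 60% in these data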;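 note: 0% = DMSO wells and 100% = LY294002 at 200 µM; higher means less KLF5 promoter-driven luciferase light; inactives centre near -14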
# HSF1 inhib: HSF1 inhibition; NIH3T3-HGL HSE-luciferase, MG132-induced, luminescence 8 h; active compounds read low; activity change, negative = inhibition, % at 7.5 µM (by protocol); actives 0.77% (n = 300,000); AID 2098;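 active = more than half of replicate wells show activity change below -50%, luminescence cut by over half; inconclusive = some wells, but at most half, below -50%; inactive = no replicate well below -50%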;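 note: luciferase reports HSF-1 transcriptional activity via heat shock element; 0% = median of DMSO wells and -100% = zero luminescence signal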
# aSyn UTR inh: MLPCN primary screen, SNCA 5' untranslated region. alpha-synuclein 5'UTR reporter, inhibitor activity. inhibition, % (tested at 7.5 µM). actives 0.82% (n = 300,000). AID 1813; in the data active = inhibition above about 60%; inconclusive = no clear call, values can overlap the other calls;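 note: H4 neuroglioblastoma cells stably carrying SNCA 5'UTR luciferase fusion; 0% = DMSO wells and 100% = positive control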
# HDAC3 inh: human HDAC3 inhibition. O15379. recombinant HDAC3, fluorogenic peptide/trypsin coupled, fluorescence. inhibition, % at 8.3 µM. actives 0.15% (n = 320,000). AID 2718; in the data active = inhibition above about 26%, passing the limit was not always enough; inconclusive = no clear call, values can overlap the other calls
# Target sequence (O15379 whole entry, looked up): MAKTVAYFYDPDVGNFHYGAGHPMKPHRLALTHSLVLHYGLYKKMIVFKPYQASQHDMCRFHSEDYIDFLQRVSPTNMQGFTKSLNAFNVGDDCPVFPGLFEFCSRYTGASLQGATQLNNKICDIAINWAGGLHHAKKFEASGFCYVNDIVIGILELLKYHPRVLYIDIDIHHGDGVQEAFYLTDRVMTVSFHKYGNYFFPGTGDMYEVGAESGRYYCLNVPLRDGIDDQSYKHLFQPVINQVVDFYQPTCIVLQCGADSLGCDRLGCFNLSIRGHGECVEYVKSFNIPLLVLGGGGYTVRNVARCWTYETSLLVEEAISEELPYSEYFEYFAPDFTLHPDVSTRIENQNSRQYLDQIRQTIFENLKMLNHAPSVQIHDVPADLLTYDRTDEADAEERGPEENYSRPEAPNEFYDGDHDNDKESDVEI
# Platelet DG rel: modulates dense granule release in human platelets; AID 1663; human platelet-rich plasma, SFLLRN dense granule ATP release, luminescence; inhibition, %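 (compounds screened at 7.5 µM in platelet-rich plasma)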; actives 0.22% (n = 300,000);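 active = mean replicate score, as percent of positive control, at or above 50; inconclusive = mean below 50 but at least one replicate at or above 50; inactive = mean and every replicate below 50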
# HSF1 activator: increases HSF-1 driven luciferase reporter signal | AID 504408 | activation, % at 9 µM | actives 1.7% (n = 300,000) | NIH3T3-HGL HSF-1 luciferase reporter, MG132, 8 h; 100% = twice DMSO control signal;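 active = mean replicate activation of at least 50% with a set share of replicates each reaching 50%; inconclusive = only one of those two conditions met; inactive = mean below 50% and too few replicates reaching it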;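 note: 0% = median of the neutral control wells and 100% = twice that signal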
# HSP90 inh: HSP90 refolding inhibition in rabbit reticulocyte lysate; luciferase refolding luminescence, 3 h; inhibition, % at 5.6 µM; actives 0.91% (n = 290,000); AID 1789;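 active = inhibition above the screen-wide mean plus 3 SD, computed separately per campaign, cut at about 16% in these data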;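 note: 0% = DMSO wells and 100% = 60 µM geldanamycin wells; inhibitors lower the luminescence because luciferase stays unfolded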
# IEC-6 tox: IEC-6 cytotoxicity, counter-screen for KLF5 inhibitors; AID 1825; inhibition, % at 5 µM; actives 0.78% (n = 290,000); luminescence viability; in the data active = inhibition above about 22%;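 note: 0% = plate median of test compound wells and 100% = cytotoxic reference compound wells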
# HIF act: HIF pathway transcriptional activation | actives 0.32% (n = 300,000) | activation, % at 7.5 µM (by protocol) | U2OS HRE-luciferase reporter, luminescence; normalized: DMSO 0%, desferrioxamine 100%;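 active = mean activation of at least 10% of the iron chelator positive control signal, with at least half of replicates also reaching 10%; inconclusive = mean and replicate majority disagree about reaching 10%; inactive = mean and most replicates under 10%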
# Starred values were filed as active, the others as inactive; ? = inconclusive; . = no result given.
SMILES,AI-2 QS mod,KLF5 inh,HSF1 inhib,aSyn UTR inh,HDAC3 inh,Platelet DG rel,HSF1 activator,HSP90 inh,IEC-6 tox,HIF act
O=[N+]([O-])c1cccc(S(=O)(=O)Nc2ccc(Cc3ccncc3)cc2)c1,20,-22,-6,-7,6,0,-9,-3,2,0.2
COCCCNC(=O)C(CC(N)=O)NC(=O)OCc1ccccc1 (stereo unspecified),29,-2,-2,-13,0,-2,-5,6,4,0.1
Cn1c(-c2csc(-c3cccc(C(F)(F)F)c3)n2)n[nH]c1=S,23,2,1,26,-4,-5,10,1,-2,-0.2
C=C(C)CSc1nc2sc3c(c2c(=O)n1-c1ccc(C)cc1)CCN(C)C3,-1,3,-3,14,.,-2,2,6,-1,0.9
Cc1sc(NC(=O)CSc2nnc(COc3ccccc3)n2C)c(C#N)c1C,20,-13,4,7,-2,-2,10,0,-7,-0.3
CN(C)S(=O)(=O)c1cccc(NC(=O)c2c[nH]c3ccccc23)c1,1,-14,22,-27,1,-1,11,4,9,1.7
O=C(Cn1cc(C(F)(F)F)cc(Cl)c1=O)Nc1cccc(Cl)c1,23,-17,2,-9,3,7,-1,2,-3,0.0
COc1ccc2c(c1)N(C(=O)CSc1n[nH]c(C)n1)C(C)(C)C=C2C,1,-9,0,16,-2,?,8,0,-10,-0.2
CC(Cc1ccccc1)C(=O)Nc1ccc(Br)cc1 (stereo unspecified),-25,-62,12,-81,3,-4,6,3,1,1.9
COc1ccccc1-n1c(CCC(=O)O)ccc1-c1ccccc1,-6,-35,15,-8,2,-3,2,4,1,1.4
Cc1ccccc1OCC(O)CN(CCO)Cc1ccccc1 (stereo unspecified),8,-26,0,23,5,-10,-3,1,8,0.7
CC(C)Cc1nnc(NC(=O)CSc2nc(N)cc(=O)[nH]2)s1,18,-29,0,7,-1,3,24,1,-4,-0.4
O=C(COc1ncnc2ccccc12)NCCCN1CCCC1=O,3,-11,-4,18,6,-4,2,-2,2,0.2
COc1cccc(/C=N/NC(=S)NC2CC3CC2C2C=CCC32)c1O (stereo unspecified),22,-17,81,-17,-3,25,105*,-3,-6,1.1
CCOP(=O)(OCC)C(NC(=O)NS(=O)(=O)c1ccc(C)cc1)c1ccccc1 (stereo unspecified),18,-19,-1,4,-6,-2,10,0,-4,-0.1
COc1ccc(C2=CC3=C(Br)C(=O)C(C)(OC(=O)c4cccs4)C(=O)C3=CO2)cc1 (stereo unspecified),16,.,0,-23,6,-1,9,.,.,0.1
Cc1ccc(C)c(OCC(=O)NCC(c2ccco2)N2CCCCC2)c1 (stereo unspecified),17,.,-4,0,8,-5,-9,.,.,-0.2
COc1cccc(N2CC34C=CC(O3)C(C(=O)O)C4C2=O)c1 (stereo unspecified),36,-2,-5,12,-11,2,4,-1,-4,0.6
Cc1c(OC(C)C(=O)NCCCN2CCCC2=O)ccc2c3c(c(=O)oc12)CCCC3 (stereo unspecified),19,-16,5,5,-34,-9,9,-2,-1,-0.3
CCc1ccccc1NC(=O)N[C@H](C(=O)O)C(C)C,18,-38,0,-10,-6,-2,-6,-2,1,-0.2
COc1ccc(C2OC(=O)Cc3cc(OC)c(OC)cc32)cc1 (stereo unspecified),15,-18,-4,11,5,8,7,1,-4,-0.5
CS(=O)(=O)N(CC(=O)N1CCC(C(N)=O)CC1)C1CCCCC1,23,-17,-4,7,-4,4,-12,-1,2,0.2
O=C(Cn1c(=O)n(Cc2ccco2)c(=O)c2c3c(sc21)CCCCC3)c1ccccc1,44,-6,14,-24,8,3,18,1,-5,-0.1
COc1ccc(/C=C(\NC(=O)c2ccco2)C(=O)NCc2ccco2)cc1,11,-18,-4,5,2,1,-10,1,1,-0.1
CCN1CCc2c(OCC(=O)N3N=C(c4cccs4)CC3c3ccc(F)cc3)cccc2C1=O (stereo unspecified),1,-22,4,24,-5,-10,-1,-1,1,0.8
# (list continues)
SMILES,AI-2 QS mod,KLF5 inh,HSF1 inhib,aSyn UTR inh,HDAC3 inh,Platelet DG rel,HSF1 activator,HSP90 inh,IEC-6 tox,HIF act
COc1ccc(C)cc1NC(=O)C1CC(=O)N(Cc2ccco2)C1 (stereo unspecified),14,16,-4,-16,-6,2,-19,4,3,1.3
CCN1CCN(c2ccc(S(=O)(=O)N3CCOCC3)cc2NC(=O)C(C)Oc2ccc(Cl)cc2)CC1 (stereo unspecified),8,.,4,3,.,7,-1,.,.,-0.3
O=C(Nc1cc(Cl)ccc1F)c1ccc(-n2cncn2)c([N+](=O)[O-])c1,30,.,8,-11,.,14,10,.,.,-0.1
COc1cc(Cc2nccc3cc(OC)c(OC)cc23)c(S(=O)(=O)O)cc1OC,4,-26,-2,-1,5,8,-11,1,-6,0.1
CCCN(CC(=O)Nc1ccccc1C)C(=O)C1CCN(S(=O)(=O)c2ccccc2C(F)(F)F)CC1,-5,.,1,3,-2,-8,10,.,.,0.6
O=c1sc2ccccc2n1COc1ccc(Cl)cc1,-7,-55,42,-90,5,3,?,4,8,0.9
C=CCNC(=O)/C(=C/c1cccc([N+](=O)[O-])c1)NC(=O)c1ccco1,14,-8,-8,15,-2,4,-4,0,-4,-1.2
CCC(C)(C)NC(=O)C(c1ccc(C)o1)N(Cc1ccc2c(c1)OCO2)C(=O)c1snc(C(N)=O)c1N (stereo unspecified),16,-10,6,24,-2,-1,20,2,0,0.0
C/C(=N\N1CCN(Cc2ccccc2Cl)CC1)c1ccc(F)cc1,-4,-3,-2,-44,1,4,-4,0,-6,-1.0
CC(=O)Nc1ccc(NC(=O)c2cccc(C(=O)OC(C)C)n2)cc1,30,-18,1,-8,2,-2,-6,-4,0,0.1
COc1cccc(C(=O)Nc2nnc(SCC(=O)NC3CC3)s2)c1,6,-110,-3,-35,-2,4,5,6,3,0.7
COc1cc(/C=N/NC(=O)c2ccc(O)cc2)ccc1OCC(=O)N1CC(C)OC(C)C1 (stereo unspecified),21,-26,-5,-2,-6,11,-5,-1,-1,0.2
COc1ccc2cc(/C(C)=N/NC(=O)C3CC3)ccc2c1,29,-72,12,-135,7,3,17,-3,0,3.4
O=c1[nH]c2ccccc2nc1Cc1ccc([N+](=O)[O-])cc1,.,-21,3,-14,-10,4,9,1,9,-0.9
CC(=O)N1Cc2cc([N+](=O)[O-])ccc2Oc2ccccc21,45,8,-12,3,-6,7,0,-1,-3,-0.7
O=C1NC[C@H](c2ccccc2)N(CCc2cc(C(F)(F)F)cc(C(F)(F)F)c2)C1=O,13,.,6,-10,15,-8,-6,.,.,-0.1
O=C(O)c1c2c(nc3ccccc13)CCCCC2,10,9,-5,4,1,4,-1,-5,0,0.0
COc1ccc2cc(C3(C)NC(=O)NC3=O)ccc2c1 (stereo unspecified),26,1,0,6,3,19,1,-1,-3,-0.4
O=C(Cc1nnc(NC(=O)c2ccccc2)s1)N/N=C/c1ccc(O)cc1,-1,-4,0,1,2,-4,22,0,0,-0.7
COc1cc(C2C3=C(CC(C)(C)CC3=O)Nc3ccccc3N2C(C)=O)cc(OC)c1OC (stereo unspecified),6,-29,-6,7,5,-4,4,0,-2,-19
COc1ccc(CN2CCN(C(=O)c3ccc(CNS(=O)(=O)c4ccc(C)cc4)cc3)CC2)c(OC)c1OC,24,-63,-6,-9,6,2,5,-2,0,-0.5
COC(=O)Nc1c(-c2ccccc2)nc2ccc(Cl)cn12,24,-17,-6,3,-7,-10,-5,-6,0,-0.8
Cc1cc(Nc2cccc(F)c2)n2ncnc2n1,14,6,-13,2,9,-1,-5,-2,6,0.3
O=C(Nc1ccc(C(F)(F)F)cc1)C1CCN(c2cnccn2)CC1,-32,-19,-2,-15,4,-5,2,-4,-1,-0.4
COc1ccc(NC(=O)c2cc(C3CC3)on2)c(OC)c1,4,-25,-13,-200,.,2,-31,-2,7,2.4
# (list continues)
SMILES,AI-2 QS mod,KLF5 inh,HSF1 inhib,aSyn UTR inh,HDAC3 inh,Platelet DG rel,HSF1 activator,HSP90 inh,IEC-6 tox,HIF act
O=C(O)CNC1=NCCCCC1,14,6,-6,16,8,14,-12,0,-3,0.2
CN(CC(=O)Nc1cccc(F)c1)C(=O)C1=COCCO1,11,.,-5,4,2,26,4,.,.,0.1
Cc1c(CCC(=O)NC2CC2)c(=O)oc2cc(O)ccc12,30,-21,-2,15,-287,1,18,2,3,0.4
CC1CN(c2oc(COc3ccc(Cl)cc3Cl)nc2C#N)CC(C)O1 (stereo unspecified),38,-24,20,15,-1,-9,38,-2,3,-0.2
CCOc1ccc(OCCCC(=O)NCCOc2ccccc2OC)cc1,9,-3,-4,19,1,-6,-13,3,3,0.6
COCCn1c(=S)[nH]c2cc(C(=O)N3CCN(c4cccc(Cl)c4)CC3)ccc2c1=O,46,-35,3,10,1,-8,3,-5,-3,0.2
O=C(Cn1ncc2c3ccccc3n(Cc3ccccc3)c2c1=O)NCCCN1CCCC1,51,-19,14,-2,-5,-7,38,2,-11,-0.4
CC(C)CCN1CCN(Cc2ccoc2)CC1CCO (stereo unspecified),7,-16,-6,-10,0,0,-8,-2,4,-0.4
CSCCC(NC(=O)c1ccccc1C)C(=O)O (stereo unspecified),21,-28,0,-19,4,-5,1,-4,-6,0.4
CN(C)S(=O)(=O)c1cccn1-c1ncc(C(F)(F)F)cc1Cl,-30,-43,-8,-13,12,0,-2,-2,3,-1.8
Cc1ccccc1Nc1nc(N)nc(COC(=O)c2ccccc2)n1,15,-35,44,-198,-2,-9,58*,-9,-6,3.3
CCNC(=S)Nc1cccc(Cl)c1C,-2,18,-6,0,-7,-2,-10,0,-2,-0.4
O=C(Nc1nc2c(s1)CCCC2)c1cccnc1,29,-129,14,-164,-1,8,25,3,5,2.0
COc1ccc(N2CC(C(=O)OCC(=O)Nc3cccc(C)c3)CC2=O)cc1 (stereo unspecified),33,-20,0,-2,-7,8,-14,1,-2,0.6
CCOC(=O)c1c(NC(=S)N2CCN(C)CC2)sc(C)c1-c1ccccc1,0,-13,-1,-10,-4,-5,-9,0,-2,-0.4
NCCNc1ccc([N+](=O)[O-])c(Sc2nc3ccccc3[nH]2)c1,10,9,12,-11,5,3,5,-2,1,1.3
O=C(CSc1cccs1)Nc1ccc(Cl)cc1,-9,-46,39,-116,0,-14,66*,0,-3,4.9
COCCNC(=S)N/N=C(\C)c1ccc(Cl)s1,12,-12,1,-10,0,-2,-10,2,6,-0.6
O=C(CN1C(=O)/C(=C/c2ccccc2)SC1=S)NNC(=O)c1ccccc1O,27,-9,-1,8,4,0,10,4,-1,-0.6
CCc1ccc(N(C(=O)CNC(=O)c2ccco2)C(C(=O)NC2CCCC2)c2cccnc2)cc1 (stereo unspecified),9,-12,0,17,-7,-2,12,-1,-5,-0.5

# Fetched one by one from the entries so far (3):
SMILES,AI-2 QS mod,KLF5 inh,HSF1 inhib,aSyn UTR inh,HDAC3 inh,Platelet DG rel,HSF1 activator,HSP90 inh,IEC-6 tox,HIF act
COCCNC(=S)N/N=C(\C)c1ccc(Cl)s1,12,-12,1,-10,0,-2,-10,2,6,-0.6
CCOc1ccc(OCCCC(=O)NCCOc2ccccc2OC)cc1,9,-3,-4,19,1,-6,-13,3,3,0.6
CCNC(=S)Nc1cccc(Cl)c1C,-2,18,-6,0,-7,-2,-10,0,-2,-0.4

# Assay outcomes (PubChem)
